Assay outcomes: PubChem, Sanford-Burnham Center for Chemical Genomics
beta cell repl: induces beta-cell replication in MIN6 cells; MIN6 cells proliferation, ATPlite luminescence, 48 h; cells starved in 0.2% serum; 100% = growth in 10% serum; proliferation, % at 10 µM; hit rate 0.29% among 330,000;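 active means compounds whose signal lies at least 3.5 SD above the mean of all wells on their plate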;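 further: 0% = DMSO-treated cells in low-serum medium and 100% = 10% serum control; some compounds called inactive have numbers as strong as hits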
A3A deaminase: inhibitors of human APOBEC3A DNA deaminase; hit rate 0.41% among 330,000; inhibition, % at 20 µM; P31941; recombinant A3A, FAM/TAMRA ssDNA deamination fluorescence;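 active means at least 40% inhibition at 20 µM here, with at most 30% in a related deaminase screen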;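 further: plate controls were A3A with DMSO for no effect and wells lacking A3A enzyme for full effect; some results filed as inactive read as strong as hits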
Target sequence (P31941 whole entry, looked up): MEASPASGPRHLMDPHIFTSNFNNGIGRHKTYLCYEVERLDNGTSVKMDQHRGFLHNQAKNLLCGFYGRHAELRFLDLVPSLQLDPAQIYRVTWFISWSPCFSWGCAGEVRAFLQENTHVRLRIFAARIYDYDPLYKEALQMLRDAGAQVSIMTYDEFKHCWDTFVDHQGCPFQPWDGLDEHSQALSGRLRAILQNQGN
NR3A LBD binder: modulators (binders) of human NR3A ligand-binding domain. hit rate 2.5% among 340,000. Tm shift relative to glycine control, % at 25 µM. NR3A LBD differential scanning fluorimetry, Tm shift; 0% = protein alone, 100% = glycine-bound protein;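 active means melting temperature shift of at least 10% of the positive control shift, at one fixed dose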
MPTP inh: permeability transition pore inhibition; isolated mouse mitochondria, Ca2+ swelling absorbance, 30 min; inhibition, % at 10 µM; hit rate 1.4% among 360,000;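 active means inhibition of 50% or more, scaled per plate between neutral and stimulator controls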;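 further: 0% = DMSO wells given calcium and 100% = 1 mM EGTA wells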
APOBEC3G inh: blocks human APOBEC3G single-stranded DNA deamination; Q9HC16; recombinant A3G, ssDNA deamination FAM/TAMRA fluorescence; inhibition, % at 20 µM; hit rate 0.28% among 330,000; AID 493012;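 active means inhibition of at least 40% at 20 µM, with no more than 30% in the related APOBEC3A deaminase screen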;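 further: plate controls were DMSO wells with A3G for no effect and wells lacking A3G enzyme for full effect; some compounds called inactive have numbers as strong as hits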
hIAP activ: increases human intestinal alkaline phosphatase activity; activation factor at 10 µM; hit rate 0.16% among 330,000; purified human IAP, CDP-Star luminescence, 30 min; active compounds read high; 1 = vehicle-only enzyme, 0 = enzyme-free background;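 active means activation factor of the enzyme at least 2-fold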; further: the source names both 10 and 20 µM as test concentration; values of inactives mirror those of a sister screen read the other way
Target sequence (P09923 whole entry, looked up): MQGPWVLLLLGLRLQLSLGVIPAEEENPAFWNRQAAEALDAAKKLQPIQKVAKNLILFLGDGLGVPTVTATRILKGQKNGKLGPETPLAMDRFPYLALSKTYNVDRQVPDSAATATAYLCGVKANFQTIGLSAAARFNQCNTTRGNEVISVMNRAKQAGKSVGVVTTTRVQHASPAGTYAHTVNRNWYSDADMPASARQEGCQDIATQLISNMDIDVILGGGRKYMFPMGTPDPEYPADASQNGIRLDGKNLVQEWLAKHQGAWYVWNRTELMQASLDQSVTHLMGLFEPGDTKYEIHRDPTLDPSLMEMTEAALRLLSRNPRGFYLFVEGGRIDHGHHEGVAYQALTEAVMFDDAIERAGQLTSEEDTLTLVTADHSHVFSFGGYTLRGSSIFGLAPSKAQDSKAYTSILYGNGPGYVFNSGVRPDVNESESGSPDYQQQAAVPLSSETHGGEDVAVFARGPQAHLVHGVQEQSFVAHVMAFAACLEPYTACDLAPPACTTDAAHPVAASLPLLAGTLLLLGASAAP
mIAP block: blocks mouse intestinal alkaline phosphatase; purified mouse IAP, CDP-Star luminescence, 30 min; inhibition, % at 10 µM; hit rate 0.2% among 330,000;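 active means inhibition of at least 40% at 10 µM in the primary screen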;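 further: plate controls were DMSO with enzyme for no effect and no enzyme wells for full effect; values of inactives mirror those of a sister screen read the other way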
mIAP activ: increases mouse intestinal alkaline phosphatase activity; activation factor at 10 µM; muIAP, CDP-Star luminescence, 30 min; active compounds read high; 1 = vehicle-only enzyme signal, 0 = enzyme-free wells; AID 2805; hit rate 0.24% among 330,000;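 active means activation factor of at least 2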; further: the source names both 10 and 20 µM as test concentration; values of inactives mirror those of a sister screen read the other way
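also added = chemiluminescent substrate CDP-Star | test system = mouse IAP enzyme | signal = chemiluminescence readout | compound = DMSO-dissolved test compounds | incubation = 30 min at room temperature | benchmarks = DMSO wells, no-enzyme wells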
hIAP inh: blocks human intestinal alkaline phosphatase. AID 2544. purified IAP, CDP-Star luminescence, 30 min. inhibition, % at 10 µM. hit rate 0.12% among 330,000;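 active means inhibition reaching a set limit with compound at 10 µM in the primary screen, cut at about 35% in these data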;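 further: plate controls were DMSO wells with enzyme for no effect and no-enzyme buffer wells for full effect; values of inactives mirror those of a sister screen read the other way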
Active calls of the source: *; . = not tested or not shown. Compounds as they come; 5% or so of the library scored in one or more.

The line under a structure holds: beta cell repl | A3A deaminase | NR3A LBD binder | MPTP inh | APOBEC3G inh | hIAP activ | mIAP block | mIAP activ | hIAP inh
COc1ccc(C(=O)NC2CC3CCCC(C2)N3Cc2ccccc2)cc1OC (centres undefined)
  -3 | 0 | -2 | -0.3 | 0 | 1 | -4 | 1 | 0
COc1cc(OC)cc(C(=O)N2CCN(C(=O)c3cccs3)CC2)c1
  -1 | -3 | -2 | -0.3 | -9 | 1.1 | -4 | 1 | -7
CC(C)Oc1ccc(C(=O)Nc2ccc(C(F)(F)F)n(C)c2=O)cc1
  -2 | 1 | -1 | 1.3 | -2 | 1 | 9 | 0.91 | -4
COc1cccc(Cn2cnc3c(sc4nc(C)cc(C)c43)c2=O)c1
  1 | -2 | -4 | -0.6 | -9 | 0.88 | 12 | 0.88 | 12
Cc1cc(C(=O)COC(=O)c2ccccc2O)c(C)n1CC1CCCO1 (centres undefined)
  -7 | -3 | 0 | 0.3 | -3 | 0.9 | 3 | 0.97 | 10
O=C(Nc1ccc(Cl)cc1)N(Cc1nnc2n1CCCCC2)c1ccccc1
  -2 | -3 | 9 | -0.7 | -4 | 1.1 | 3 | 0.97 | -5
CCOC(=O)C1=NNC(C(=O)c2ccc(C)cc2)C1c1ccc(OC)cc1 (centres undefined)
  0 | -4 | -1 | -0.7 | -6 | 0.94 | -6 | 1.1 | 6
COc1ccc(OC)c(-c2nnc3n2N=C(c2ccc(OC)c(OC4CCCC4)c2)CS3)c1
  -6 | -4 | -1 | -1.6 | -4 | 0.92 | 6 | 0.94 | 8
CCN1C(=O)CC(N2CCC(Cc3ccccc3)CC2)C1=O (centres undefined)
  -2 | 0 | -1 | -0.7 | 1 | 1.6 | -3 | 1 | -55
COc1cccc(CC(=O)NCC2(N3CCCCC3)CCCCC2)c1
  2 | -2 | 0 | 0.0 | -10 | 0.84 | -7 | 1.1 | 16
Cc1cc(C)c(C#N)c(N2CCN(S(=O)(=O)Cc3ccccc3)CC2)n1
  5 | 0 | 2 | -0.8 | -7 | 0.91 | 9 | 0.91 | 9
COc1ccc(C2CC3(CC(C)(C)NC(SC)=N3)Oc3cc(O)cc(C)c32)cc1 (centres undefined)
  -6 | 17 | -1 | -1.4 | 1 | 0.91 | -8 | 1.1 | 9
CCN(CCNC(=O)Cn1cc2c(n1)CCCC2)c1ccccc1
  -2 | -2 | -2 | -1.5 | -5 | 1 | -3 | 1 | 0
C=CCn1c(SCc2ccc(C(=O)NCCO)cc2)nc2sc(C)c(C)c2c1=O
  -5 | -2 | -3 | 0.8 | -7 | 1 | 2 | 0.98 | -3
O=C(Nc1ccc(S(=O)(=O)N2CCCC2)cc1)c1c(F)cccc1F
  0 | 3 | 4 | -0.5 | 0 | 1.1 | -4 | 1 | -8
COc1ccc(-c2noc(C3CCCN(C(=O)c4ccccc4OC)C3)n2)cc1OC (centres undefined)
  0 | -9 | 3 | -1.3 | -6 | 1.2 | -4 | 1 | -18
COC(=O)CCC(=O)N(CCN(Cc1ccccc1)C(=O)CCC(=O)OC)Cc1ccccc1
  0 | 1 | -4 | 0.7 | 3 | 0.96 | 2 | 0.98 | 4
O=C(NCc1ccc2c(c1)OCO2)c1cccc(N2CCCC2=O)c1
  -1 | -1 | -15 | -0.6 | 3 | 0.88 | 4 | 0.96 | 12
COc1ccc(-n2nc3c(c2NC(=O)C(C)C)CSC3)cc1
  -1 | -7 | 0 | -0.5 | -8 | 0.78 | -2 | 1 | 22
O=C(Nc1cccc(N2C(=O)C3CCCCC3C2=O)c1)c1ccccc1 (centres undefined)
  -3 | -4 | 0 | -1.4 | -10 | 1.3 | -2 | 1 | -34

Reprinted from the part before: 2 entries, followed by the next part.
The line under a structure holds: beta cell repl | A3A deaminase | NR3A LBD binder | MPTP inh | APOBEC3G inh | hIAP activ | mIAP block | mIAP activ | hIAP inh
COc1ccc(-n2nc3c(c2NC(=O)C(C)C)CSC3)cc1
  -1 | -7 | 0 | -0.5 | -8 | 0.78 | -2 | 1 | 22
O=C(Nc1cccc(N2C(=O)C3CCCCC3C2=O)c1)c1ccccc1 (centres undefined)
  -3 | -4 | 0 | -1.4 | -10 | 1.3 | -2 | 1 | -34
CC(C)(C)C(=O)N1CCC(O)(CS(=O)(=O)Cc2ccccc2Cl)CC1
  -3 | 0 | 0 | 0.3 | -4 | 0.86 | 6 | 0.94 | 14
O=C(NCc1ccncc1)c1cc(F)c(F)cc1Cl
  0 | 1 | 1 | -0.1 | -7 | 1.1 | -8 | 1.1 | -10
Cc1c(C=O)c(Cl)n(C)c(=O)c1C#N
  -3 | 7 | 5 | -2.3 | 3 | 1 | 7 | 0.93 | -2
O=c1oc2ccccc2n1Cc1cccc(Cl)c1
  -2 | -3 | 3 | 1.5 | -5 | 1.2 | -12 | 1.1 | -16
O=C(c1ccc(Cl)c(S(=O)(=O)N2CCCC2)c1)N1CCCC(C(F)(F)F)C1 (centres undefined)
  1 | -2 | 0 | 0.4 | -4 | 1 | 8 | 0.92 | -3
CCOc1ccc(CN2CCN(CC3CC3)CC2CCO)cc1 (centres undefined)
  -1 | -5 | -3 | 0.7 | -13 | 1.4 | 9 | 0.91 | -42
O=C(OCC(=O)N1CCCC1=O)c1nc(Cl)ccc1Cl
  1 | 1 | 0 | 0.2 | -6 | 0.94 | 0 | 0.99 | 6
CCC(C)NC(=O)/C(=C/c1ccco1)c1ccccc1 (centres undefined)
  1 | 0 | 1 | -3.1 | -3 | 0.99 | 5 | 0.95 | 1
O=C1CCCN1CCC1CCN(C2CC(=O)N(c3ccc(Cl)cc3)C2=O)CC1 (centres undefined)
  -3 | 7 | 2 | 0.7 | 0 | 1.2 | -19 | 1.2 | -22
CN1CCN(NC(=O)C2CC2)CC1
  -1 | 6 | 1 | -1.5 | -2 | 1 | -2 | 1 | -4
CNc1nc(NN)nc(Nc2ccccc2)n1
  -2 | -4 | -3 | -0.7 | -4 | 0.96 | 3 | 0.97 | 4
O=C(NC1CCSC1=O)c1cccc(C(=O)NC2CCSC2=O)c1 (centres undefined)
  -2 | 0 | 0 | 6.0 | -1 | 1.1 | 9 | 0.91 | -10
Cc1[nH]c2ccccc2c1C(=O)CSc1nnc(C2CC2)o1
  3 | -3 | 1 | -0.1 | -2 | 1 | -6 | 1.1 | -2
CC(C)(C)c1ccc(O)c(N)c1
  -2 | -5 | . | . | 0 | 1 | 19 | 0.81 | -1
COP(=O)(OC)C(Nc1ccc(C)cc1)c1ccc([N+](=O)[O-])cc1 (centres undefined)
  3 | -6 | 15* | -0.4 | -6 | 0.94 | 3 | 0.97 | 6
CCN(CC)CCNCc1ccc(OCc2ccc(Cl)nc2)c(OC)c1
  0 | 2 | 9 | 2.1 | -4 | 0.9 | 1 | 0.99 | 10
COc1ccc(CN2C3CCCC2CC(NC(=O)c2cccc(F)c2)C3)cc1 (centres undefined)
  -1 | -2 | 1 | -0.5 | -4 | 1.1 | -11 | 1.1 | -5
O=C(Nc1scc(-c2ccc(Br)cc2)c1C(=O)O)c1ccccc1F
  -1 | 1 | -5 | 6.1 | 0 | 0.88 | 2 | 0.98 | 12
CCOC(=O)c1c(OCCO)nn(-c2ccccc2)c1N
  -3 | -1 | -2 | 0.5 | -9 | 0.94 | 4 | 0.96 | 6
CN(C)c1ccc(/C=N/N(CCC#N)C2=NS(=O)(=O)c3ccccc32)cc1
  2 | -4 | 3 | 1.0 | -8 | 1 | 2 | 0.98 | -2
O=C(NCc1ccccn1)c1cccc(S(=O)(=O)NCc2ccccc2)c1
  0 | 0 | 2 | -1.0 | 3 | 0.97 | -6 | 1.1 | 3
CC1(C)C(=O)NC(=O)N1Cc1ccccc1
  5 | 0 | -2 | -1.9 | 11 | 1.2 | -6 | 1.1 | -25
CC(C)(CCl)C(=O)Nc1ccnc(-c2ccncc2)n1
  0 | -4 | 1 | -2.1 | -10 | 0.91 | 2 | 0.98 | 9
CN1C=CC=C/C1=C1\SC(=S)N(CC(=O)O)C1=O
  0 | -3 | 0 | -0.8 | 2 | 0.88 | 21 | 0.79 | 12
COc1ccc(/C=C(\C#N)c2nc3ccccc3[nH]2)cc1O
  -4 | -2 | 7 | 1.4 | -4 | 1.1 | 0 | 1 | -6
NC(=O)CSc1cn(Cc2cccc(F)c2)c2ccccc12
  -3 | 0 | 1 | -1.4 | -7 | 1.1 | 2 | 0.97 | -14
CCCCCCCCCC(=O)N1CCN(c2cc3c(cc2F)c(=O)c(C(=O)O)cn3CC)CC1
  0 | -3 | -3 | 2.0 | -12 | 1 | 9 | 0.91 | -2
COc1cc(OC)cc(C(=O)NCC(=O)OCC(=O)Nc2cc(S(C)(=O)=O)ccc2Cl)c1
  -3 | 1 | 2 | 2.1 | -5 | 0.96 | 7 | 0.93 | 4
CC(C)(C)OC(=O)C[C@@H]1C/C=C\C[C@@H](CC(=O)N[C@H](CO)Cc2ccccc2)C(=O)NC[C@H](c2ccccc2)OC1=O
  -2 | 2 | 1 | -1.6 | 0 | 1 | -5 | 1 | -1
COc1cccc(NC(=O)c2ccc(C(=O)c3ccccc3)o2)c1
  -2 | -2 | -14 | 0.5 | -6 | 0.95 | -11 | 1.1 | 5
Cc1ccccc1CC(=O)Nc1ccc(S(=O)(=O)N2CCOCC2)cc1
  -4 | 11 | 1 | -1.3 | -7 | 1.3 | 5 | 0.95 | -31
CC(CNC(=O)CN1C(=O)C(=O)N(C2CCCC2)C1=O)c1ccccc1 (centres undefined)
  -3 | -1 | 0 | 0.1 | -4 | 1.1 | -3 | 1 | -8
COc1cc2c(cc1OC)CN(C(=O)CN1C(=O)NC3(CCC(C)CC3)C1=O)CC2 (centres undefined)
  0 | -1 | -2 | 0.4 | -8 | 0.98 | 2 | 0.98 | 2
O=S(=O)(c1ccc(OCc2ccc(Br)cc2)cc1)N1CCOCC1
  -4 | 25 | -1 | 0.5 | 6 | 0.99 | -6 | 1.1 | 1
CN(C)/C=N/c1sc2c(c1C#N)CC(C)(C)NC2(C)C
  -4 | 4 | 1 | 0.9 | 5 | 0.95 | -39 | 1.4 | 5
COc1ccc(/C=C/C(=O)c2ccc(NS(=O)(=O)c3ccc(C)cc3)cc2)cc1O
  0 | -2 | 25* | -3.8 | -4 | 0.81 | -1 | 1 | 19

An excerpt of these results, as comma-separated lines.
SMILES,beta cell repl,A3A deaminase,NR3A LBD binder,MPTP inh,APOBEC3G inh,hIAP activ,mIAP block,mIAP activ,hIAP inh
CN1C=CC=C/C1=C1\SC(=S)N(CC(=O)O)C1=O,0,-3,0,-0.8,2,0.88,21,0.79,12
COc1ccc(/C=C(\C#N)c2nc3ccccc3[nH]2)cc1O,-4,-2,7,1.4,-4,1.1,0,1,-6
NC(=O)CSc1cn(Cc2cccc(F)c2)c2ccccc12,-3,0,1,-1.4,-7,1.1,2,0.97,-14
CCCCCCCCCC(=O)N1CCN(c2cc3c(cc2F)c(=O)c(C(=O)O)cn3CC)CC1,0,-3,-3,2.0,-12,1,9,0.91,-2
COc1cc(OC)cc(C(=O)NCC(=O)OCC(=O)Nc2cc(S(C)(=O)=O)ccc2Cl)c1,-3,1,2,2.1,-5,0.96,7,0.93,4
